Source: PubChem (several laboratories)
COUP-TFII inh: NR2F2 transcriptional activity inhibitors, primary screen, cell-based, luciferase reporter, HEK293T, luminescence; HEK293T NGFI-A luciferase reporter; actives 0.7% (n = 370,000); COUP transcription factor 2 (Homo sapiens), P24468; inhibition, % at 8.6 µM;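 active = inhibition above a per-plate cutoff, mean inhibition of test wells between control levels plus 3 SD, cut at about 38% in these data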;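 note: cells cotransfected with COUP-TFII expression vector driving the NGFI-A reporter; 0% = median of COUP-TF2 test wells and 100% = reporter-only cells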
TLR9-MyD88 block: inhibitors of TLR9-MyD88 association in cells, primary screen, cell-based, CHO, BLA complementation, fluorescence. Toll-like receptor 9 (Homo sapiens) + Myeloid differentiation primary response protein …. CCF4 FRET ratio. AID 504734, 2011. actives 0.21% (n = 340,000). inhibition, % at 4.98 µM;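 active = inhibition above the mean over all tested compounds plus 3 SD, cut at about 21% in these data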;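 note: 0% = DMSO only wells and 100% = clavulanate BLA inhibitor control wells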
ABHD5-PLIN5 inh: ABHD5-PLIN5 interaction inhibitors, primary screen, cell lysate, split luciferase complementation, luminescence; AID 602281, 2012; inhibition, % at 4 µM; Perilipin-5 (Homo sapiens) + 1-acylglycerol-3-phosphate O-acyltransferase ABHD5 (Homo …; actives 0.78% (n = 360,000); Split G. princeps luciferase complementation, 4 h;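 active = inhibition above the mean inhibition across every tested compound plus 3 SD, cut at about 22% in these data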;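 note: 0% = DMSO only wells and the 100% control is not disclosed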
TROY signal inh: inhibitors of TROY-driven NF-kB signaling, primary screen, Q293 LMP1-TROYcd cells, NF-kB luciferase, uHTS; Q293 LMP1-TROYcd NF-kB luciferase reporter, 4 h; inhibition, % at 10 µM; actives 0.98% (n = 360,000);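 active = compounds whose plate-normalised and pattern-corrected inhibition of the luciferase reporter signal at the single screening dose is 50% or more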
SRC2 inh: inhibition of GAL4-SRC2 driven luciferase reporter, primary screen, SRC2 inhibitor project, cell-based, luminescence; Nuclear receptor coactivator 2 (Homo sapiens), Q15596; HEK293 GAL4-SRC2 luciferase reporter; inhibition, % at 9 µM; actives 0.17% (n = 370,000); AID 651957, 2012;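 active = inhibition above the mean inhibition of all tested compounds plus 3 SD, set per campaign, cut at about 52% in these data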;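 note: 0% = DMSO treated cells and 100% = cells given Gossypol at 36 µM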
Granule exo inh: LAMP-1 surface exposure blockers, TALL-104 cells – cell-based, flow cytometry, MLPCN library, primary screen; TALL-104 LAMP-1 surface exposure; cells stimulated with thapsigargin and PMA; actives 0.66% (n = 360,000); inhibition, % at 10 µM;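 active = inhibition above about 55%, limit read from the data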
SRC1 inh: SRC1 coactivator transcriptional activity inhibitors, primary screen, cell-based, luminescence. Nuclear receptor coactivator 1 (Homo sapiens), Q15788. HEK293 GAL4-SRC1 luciferase reporter. inhibition, % at 3.6 µM. actives 0.12% (n = 360,000);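 active = inhibition above the campaign mean plus 3 SD, with each screening campaign given its own cutoff, cut at about 60% in these data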;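 note: 0% = DMSO treated cells and 100% = gossypol at 36 µM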
NCOA3 inh: SRC3 coactivator transcriptional activity inhibitors, primary screen, cell-based, luminescence; Nuclear receptor coactivator 3 (Homo sapiens), Q9Y6Q9; HEK293 GAL4-SRC3 luciferase reporter; inhibition, % at 3.6 µM; actives 0.17% (n = 360,000);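 active = inhibition above a per-campaign cutoff, the mean of all compounds plus 3 SD, cut at about 60% in these data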;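 note: 0% = DMSO-treated cells and 100% = gossypol-treated cells at 36 µM; higher means less SRC3-driven luciferase light from the GAL4 reporter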
TWEAK Fn14 block: inhibitors of TWEAK-Fn14 signaling, primary screen, luciferase reporter cells, uHTS; TWEAK-stimulated Fn14 reporter cells, luciferase luminescence, 8 h; inhibition, % at 10 µM; actives 2% (n = 360,000); in the data active = inhibition above about 50%
NOD2-RIPK2 inh: NOD2-RIPK2 binding disruptors in cells, primary screen, fluorescence, CHO cells, BLA complementation; AID 624267, 2012; Receptor-interacting serine/threonine-protein kinase 2 (Homo sapiens), O43353; inhibition, % at 4.98 µM; actives 0.38% (n = 360,000); CCF4 ratio; in the data active = inhibition above about 21%;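 note: 0% = vehicle only and 100% = reference blocker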
LRH-1 inv ag: LRH-1 (NR5A2) inverse agonists, primary screen, cell-based, luminescence, HEK293T, StAR-luciferase reporter. AID 602396, 2012. inhibition, % at 3.6 µM. actives 0.13% (n = 360,000). Nuclear receptor subfamily 5 group A member 2 (Homo sapiens), O00482. LRH-1 transfected, 24 h;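 active = inhibition above the mean inhibition of all tested compounds plus 3 SD, cut at about 73% in these data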;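 note: 0% = DMSO wells and 100% = reporter-only cells lacking LRH-1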
* = called active by the depositor; . = no result given. The list is partial; count on the stated rates, not on these rows.

SMILES	COUP-TFII inh	TLR9-MyD88 block	ABHD5-PLIN5 inh	TROY signal inh	SRC2 inh	Granule exo inh	SRC1 inh	NCOA3 inh	TWEAK Fn14 block	NOD2-RIPK2 inh	LRH-1 inv ag
O=S(=O)(NCCc1ccccc1)c1ccc(Br)cc1	-4	0	-4	-12	-4	0	-15	5	-3	-1	-7
O=S1OCCN1c1ccccc1 (stereo not given)	2	0	4	-6	-17	5	-24	15	-8	-7	4
Cc1cc(C)n(CCCNC(=O)C2CC(=O)N(Cc3ccccc3)C2)n1 (stereo not given)	-23	-5	-12	1	20	-3	-3	-23	-2	-5	3
O=C(c1ccc(C(F)(F)F)cc1)C1CCCN(C(=O)CCN2CCCO2)C1 (stereo not given)	16	-9	1	-7	4	12	4	19	-6	5	13
N#CCCn1ccc(NC(=O)c2ccc(Cl)cc2)n1	0	1	-5	.	-4	-4	-20	-7	67*	-6	-22
Nc1nc(Cl)cc(N2CCC(c3cc(-c4ccc(Cl)cc4Cl)n[nH]3)CC2)n1	25	-1	-3	30	20	-1	-2	19	35	-5	25
CC(C)(C)C(=O)N1c2ccccc2CCc2ccccc21	-7	-4	-6	-7	27	-2	-3	2	2	1	2
CN(C)CCCNC(=O)Cc1ccc(Br)cc1	9	-2	5	8	9	1	-12	14	0	4	16
Cc1ccc(C(=O)Nc2ccc(N3CCN(C)CC3)cc2)c(Cl)c1	-69	-1	-3	-18	-142	0	-102	-72	-2	-9	-67
O=C(Nc1ccc2oc(-c3ccccc3)nc2c1)c1ccc2c(c1)OCCO2	-6	2	-1	58*	-25	0	-5	-3	36	1	-26

2 records drawn at random from the list so far, as already listed:
SMILES	COUP-TFII inh	TLR9-MyD88 block	ABHD5-PLIN5 inh	TROY signal inh	SRC2 inh	Granule exo inh	SRC1 inh	NCOA3 inh	TWEAK Fn14 block	NOD2-RIPK2 inh	LRH-1 inv ag
Cc1cc(C)n(CCCNC(=O)C2CC(=O)N(Cc3ccccc3)C2)n1 (stereo not given)	-23	-5	-12	1	20	-3	-3	-23	-2	-5	3
Cc1ccc(C(=O)Nc2ccc(N3CCN(C)CC3)cc2)c(Cl)c1	-69	-1	-3	-18	-142	0	-102	-72	-2	-9	-67

(more compounds)
SMILES	COUP-TFII inh	TLR9-MyD88 block	ABHD5-PLIN5 inh	TROY signal inh	SRC2 inh	Granule exo inh	SRC1 inh	NCOA3 inh	TWEAK Fn14 block	NOD2-RIPK2 inh	LRH-1 inv ag
O=C(Cc1ccc(NC(=O)C2CCN(C(=O)C3CC3)CC2)cc1)Nc1ccc(C(=O)N2CCOCC2)cc1	2	-4	-10	6	-21	-2	-34	9	-2	-7	-2
CCCCC1CCC(c2nc(-c3ccccn3)no2)CC1 (stereo not given)	-17	5	2	25	1	-5	-35	6	56*	-1	-36
CN(C(=O)c1ccnn1C)C1CCCN(Cc2ccccc2F)C1 (stereo not given)	13	9	2	-5	-16	-2	-16	9	-7	-2	-6
COCCNS(=O)(=O)c1ccc2c(c1)n(C)c(=O)n2C	3	10	-7	7	8	-2	-16	11	1	1	7
COCc1cc(C)nc2sc3c(=O)oc(C)nc3c12	13	-3	-1	-6	-24	-1	-1	25	-4	1	16
CCCCN1C(=O)C(=O)NC[C@@H]1C(C)CC (stereo not given in full)	-6	2	4	5	-36	10	-10	-1	-3	-3	-7
C=C(C)COc1ccc2c(c1)CCC1C2CCC2(C)C(=O)C(=NO)CC12 (stereo not given)	-4	-19	4	-3	-23	55	-16	17	-27	-31	13
CN1CCC(NC(=S)NC2CC2)CC1	-3	-5	-2	-8	14	-6	-6	3	14	-8	-8
CC(C)n1c(SCC(=O)NC2CCCCC2)nnc1-c1ccco1	2	6	1	-5	9	-11	-1	10	22	-2	0
CN(C)CCNC(=O)c1ccc(COc2ccc(Cl)cc2Cl)cc1	5	0	27*	-42	-4	1	-18	2	-101	13	-45
CCC(C)NC(=O)COC(=O)c1csc2c1CCCC2 (stereo not given)	-15	-4	6	-9	-5	1	-4	5	-18	-53	1
FC(F)(F)c1ccccc1CNCc1ccncc1	-5	3	-2	4	-18	-6	1	-17	-8	0	13
O=C(/C=C/c1ccc(S(=O)(=O)N2CCOCC2)cc1)NC(=S)Nc1ccc(N2CCOCC2)cc1	-2	5	-5	3	5	-5	9	10	-6	-18	-5
C[C@H](CO)N1C[C@H](C)[C@H](CN(C)S(=O)(=O)c2cccs2)Oc2ccc(NC(=O)Nc3ccc4c(c3)OCO4)cc2CC1=O	-5	0	13	8	13	-4	-18	23	11	-10	-12
O=C1CSC(c2ccc([N+](=O)[O-])cc2)N1Cc1ccccc1 (stereo not given)	16	-7	-7	15	1	2	8	-5	-6	9	5
COc1cccc(-c2nnn(CCC(=O)O)n2)c1	4	-1	-4	-9	-11	-1	-7	10	-19	2	17
O=C(CCN1C(=O)C2CCCCC2C1=O)N1CCN(S(=O)(=O)c2cccc(F)c2)CC1 (stereo not given)	-5	-10	-4	-32	-22	-6	19	-1	-5	6	-5
CCN(CC)CC(=O)Nc1c(C#N)cnn1-c1ccccc1	8	.	-2	-10	-9	1	-67	1	3	8	7
Cc1cc(NC(=O)CSc2nc(=O)n(CCN(C)C)c3c2CCCC3)no1	0	-1	0	6	-16	-2	-6	7	5	6	9
O=C(NC1CCCC1)C1CCCN(S(=O)(=O)c2ccc(-n3cnnn3)cc2)C1 (stereo not given)	-3	11	-3	18	-11	2	-2	14	10	-3	13

Sorted by the number under TWEAK Fn14 block (highest first): some entries from above.
mol | TWEAK Fn14 block
N#CCCn1ccc(NC(=O)c2ccc(Cl)cc2)n1 | 67*
Cc1cc(NC(=O)CSc2nc(=O)n(CCN(C)C)c3c2CCCC3)no1 | 5
O=C(Cc1ccc(NC(=O)C2CCN(C(=O)C3CC3)CC2)cc1)Nc1ccc(C(=O)N2CCOCC2)cc1 | -2
COCc1cc(C)nc2sc3c(=O)oc(C)nc3c12 | -4

(more compounds)
SMILES	COUP-TFII inh	TLR9-MyD88 block	ABHD5-PLIN5 inh	TROY signal inh	SRC2 inh	Granule exo inh	SRC1 inh	NCOA3 inh	TWEAK Fn14 block	NOD2-RIPK2 inh	LRH-1 inv ag
Cc1ccc(N2C(=O)C(Cc3ccc(O)cc3)NC2=S)cc1C (stereo not given)	-14	-4	5	-13	-16	-3	-25	18	-1	-5	7
Cc1ccnc(SC2CC(=O)N(c3ccc(C(C)C)cc3)C2=O)n1 (stereo not given)	16	-6	5	13	-12	0	25	2	-9	5	2
COC(=O)c1nn(-c2ccccc2)c(Cl)c1/C=N/OC(=O)c1ccc(Cl)c(Cl)c1	-12	-1	-3	1	5	3	-1	8	0	8	-8
N#Cc1ccccc1OCC(=O)Nc1ccc(S(=O)(=O)N2CCOCC2)cc1	-7	-1	4	4	-21	-18	0	-1	-16	-2	4
CN(CC(=O)Nc1ccc(Cl)cc1)c1ccc(S(=O)(=O)N2CCCCC2)cc1[N+](=O)[O-]	-8	-1	0	20	-15	13	-4	0	26	-10	0
CC(=O)Oc1ccc2oc3c(c2c1)C(=O)CCC3	6	1	5	2	-20	-3	5	-2	50	6	11
Clc1ccc(N=C2SCCS2)cc1	-25	-11	4	-42	-33	-8	-19	4	-13	-18	2
CCOC(=O)CNC(=O)Cc1ccc(OC)cc1	4	2	5	4	-6	0	6	16	-5	-4	3
S=c1[nH]nc(-c2cccnc2)o1	10	-8	12	7	-11	-6	-27	16	6	-1	-13
O=C(COC(=O)C1CCN(c2ccc(C(F)(F)F)cn2)CC1)Nc1ccc(Cl)cc1	-5	1	-5	-3	-20	-3	-10	12	-9	-14	-7
CC(C)(C)c1cc(-c2csc(Nc3ccccc3)[n+]2Cc2ccc(C(=O)O)cc2)cc(C(C)(C)C)c1O	.	2	-2	31	.	-2	13	2	8	-5	-7
O=C(c1ccco1)N1CCN=C1SCc1ccc(F)cc1	58*	2	-2	-14	-2	-4	0	12	-18	-14	7
COc1ccc(OC)c2c(C)c(C)[nH]c12	-7	0	-1	-26	-23	-7	6	1	8	-2	-12
COc1ccc(NC(=O)C2CC(=O)n3cnnc3S2)cc1 (stereo not given)	17	-6	5	0	13	4	11	-2	6	0	1
CC(C)C[C@H]1CN=C(Nc2ccccc2)N1CCC1CCCCC1	5	1	0	-5	9	-6	3	16	-5	-1	12
COc1cc(OC)c(C(=O)OCC(=O)N2CCOCC2)cc1OC	16	1	8	-10	-14	-1	-5	-14	8	-4	12
CCOc1ccc(NC(=O)CN(C)c2ccc(S(=O)(=O)N3CCOCC3)cn2)cc1OCC	0	5	-2	10	-7	4	2	24	-2	-3	13
C=CC[C@@H](CC(=O)N(CCO)Cc1ccccc1)C(=O)N[C@H](COC(=O)[C@@H](CC=C)Cc1ccc(F)cc1)Cc1ccccc1	11	-9	1	31	5	6	4	1	19	7	3
O=C(Nc1ccccc1N1CCCC1)C1CCCO1 (stereo not given)	12	-8	-4	-6	16	-6	16	10	1	-6	12
O=C(COC(=O)c1ccccc1O)Nc1ccc(S(=O)(=O)N2CCCCC2)cc1	-9	8	-13	-5	-5	-2	5	7	3	-11	9

Single records, as listed above. Order of values: COUP-TFII inh | TLR9-MyD88 block | ABHD5-PLIN5 inh | TROY signal inh | SRC2 inh | Granule exo inh | SRC1 inh | NCOA3 inh | TWEAK Fn14 block | NOD2-RIPK2 inh | LRH-1 inv ag
`O=C(COC(=O)c1ccccc1O)Nc1ccc(S(=O)(=O)N2CCCCC2)cc1` in the list: -9 | 8 | -13 | -5 | -5 | -2 | 5 | 7 | 3 | -11 | 9
`O=C(Nc1ccccc1N1CCCC1)C1CCCO1` (stereo not given) in the list: 12 | -8 | -4 | -6 | 16 | -6 | 16 | 10 | 1 | -6 | 12
`COc1ccc(NC(=O)C2CC(=O)n3cnnc3S2)cc1` (stereo not given) in the list: 17 | -6 | 5 | 0 | 13 | 4 | 11 | -2 | 6 | 0 | 1
